Compound activity (PubChem)
ADAM10 inh: human ADAM10 inhibitors, primary screen, biochemical, QFRET, HTS; Disintegrin and metalloproteinase domain-containing protein 10 (Homo sapiens), O14672; recombinant ADAM10, EDANS/DABCYL FRET peptide cleavage, 3 h; inhibition, % at 7 µM; 0.62% of 370,000 active;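 active = inhibition above a per-campaign cutoff equal to the mean of compounds falling between control-based bounds plus 3 SD, cut at about 20% in these data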;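 also: 0% = DMSO wells while the 100% control is not disclosed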
ASAP1 GAP inh: inhibitors of human ASAP1 ArfGAP activity, primary screen, biochemical, fluorescence polarization | 0.19% of 360,000 active | Arf-GAP with SH3 domain, ANK repeat and PH domain-containing protein 1 (Homo sapiens), … | inhibition, % at 16.5 µM | ASAP1-stimulated ARF1 GTP hydrolysis, GDP FP detection; in the data active = inhibition above about 25%;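 also: 0% = vehicle with enzyme and substrate and 100% = no enzyme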
Target sequence (Q9ULH1 325-724 limits assumed): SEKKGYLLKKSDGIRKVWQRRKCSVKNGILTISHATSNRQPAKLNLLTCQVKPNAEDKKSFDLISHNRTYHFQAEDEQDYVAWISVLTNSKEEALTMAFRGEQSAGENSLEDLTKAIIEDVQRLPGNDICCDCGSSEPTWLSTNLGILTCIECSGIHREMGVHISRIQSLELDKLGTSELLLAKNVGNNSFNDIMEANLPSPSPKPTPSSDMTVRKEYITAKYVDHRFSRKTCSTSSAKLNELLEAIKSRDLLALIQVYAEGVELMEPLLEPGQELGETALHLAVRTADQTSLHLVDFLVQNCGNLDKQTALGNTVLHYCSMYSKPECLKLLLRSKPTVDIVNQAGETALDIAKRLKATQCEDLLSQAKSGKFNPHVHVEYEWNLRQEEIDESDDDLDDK
PLCb3 inh: human PLC-beta3 inhibitors, primary screen, biochemical, fluorescence; 1-phosphatidylinositol 4,5-bisphosphate phosphodiesterase beta-3 (Homo sapiens), Q01970; 0.18% of 370,000 active; Purified PLC-beta3, fluorogenic substrate; inhibition, % at 12.2 µM; AID 720704, 2013; in the data active = inhibition above about 11%;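 also: 0% = median of compound wells on plate and 100% = full blocker control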
SIAE primary: human SIAE inhibitors, primary screen, biochemical, fluorescence polarization, FP-Rh probe, 1536-well HTS. Sialate O-acetylesterase (Homo sapiens), Q9HAT2. SIAE FP-Rh probe binding. inhibition, % at 9.66 µM. 0.69% of 370,000 active;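 active = inhibition above a cutoff: mean of compounds within the control limits plus 3 SD of those, cut at about 17% in these data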;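 also: 0% = plate median of compound wells and 100% = probe without SIAE protein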
Target sequence (Q9HAT2 whole entry, looked up): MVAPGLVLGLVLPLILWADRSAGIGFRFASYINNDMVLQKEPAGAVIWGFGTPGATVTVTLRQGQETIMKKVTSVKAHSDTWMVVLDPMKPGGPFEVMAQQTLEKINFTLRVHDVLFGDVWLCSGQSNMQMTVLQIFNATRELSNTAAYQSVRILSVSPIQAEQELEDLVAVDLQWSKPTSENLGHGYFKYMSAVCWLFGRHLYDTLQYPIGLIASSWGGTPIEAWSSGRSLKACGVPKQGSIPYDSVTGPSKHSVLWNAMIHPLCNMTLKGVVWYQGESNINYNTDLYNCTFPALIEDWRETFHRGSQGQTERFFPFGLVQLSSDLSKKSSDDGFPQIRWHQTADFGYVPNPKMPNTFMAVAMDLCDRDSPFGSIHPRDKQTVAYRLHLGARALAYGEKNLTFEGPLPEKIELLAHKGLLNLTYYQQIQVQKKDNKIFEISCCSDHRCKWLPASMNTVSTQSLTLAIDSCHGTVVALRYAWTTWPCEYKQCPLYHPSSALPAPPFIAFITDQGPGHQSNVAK
TDP2 inh: human TDP2 enzyme inhibitors, primary screen, biochemical, epi absorbance, recombinant enzyme; Tyrosyl-DNA phosphodiesterase 2 (Homo sapiens), O95551; AID 720702, 2013; 0.34% of 370,000 active; T5PNP hydrolysis, p-nitrophenol absorbance 415 nm; inhibition, % at 12.8 µM;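 active = inhibition above the mean of all tested compounds plus 3 SD, set per campaign, cut at about 25% in these data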;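 also: 0% = DMSO with enzyme and 100% = buffer with substrate but no TDP2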
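Assay system: recombinant human TDP2 / Reagent: T5PNP substrate at 5 mM, a TopII-DNA adduct mimic / Measured by: epi absorbance from released p-nitrophenol / Evaluation: % inhibition relative to enzyme-containing and enzyme-free wells / Control set: enzyme-free and DMSO wells / Replicates: each compound tested once, singlicate / Schedule: enzyme reaction with compound for 2 h at 37 °C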
ARFGAP1 inhibitor: inhibitors of rat ARFGAP1 GAP activity, primary screen, biochemical, fluorescence polarization, GDP tracer | Arfgap1-stimulated ARF1 GTP hydrolysis, GDP FP detection | AID 651572, 2012 | inhibition, % at 16.5 µM | 0.26% of 360,000 active | ADP-ribosylation factor GTPase-activating protein 1 (Rattus norvegicus), Q62848;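 active = inhibition above a per-plate limit, mean inhibition of low control wells plus 3 SD, cut at about 25% in these data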;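 also: 0% = DMSO wells with enzyme and 100% = wells lacking Arfgap1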
Target sequence (Q62848 1-136 limits assumed): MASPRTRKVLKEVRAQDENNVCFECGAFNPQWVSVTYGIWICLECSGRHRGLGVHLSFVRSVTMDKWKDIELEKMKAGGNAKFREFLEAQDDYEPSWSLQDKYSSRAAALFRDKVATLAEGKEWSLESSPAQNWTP
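System: truncated rat Arfgap1 GAP domain / Medium: HEPES-based buffer, pH 7.5 / Also added: N-terminally truncated human ARF1-GTP substrate / Incubation: enzyme reaction 120 min at 25 °C after 20 min preincubation / Measured by: FP of antibody-bound GDP Alexa 633 tracer, ex 620/em 688 nm / Replicates: singlicate, each compound tested once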
DDE Tn6 FP inh: inhibitors of Tn6 peptide binding to fibrin DD(E), primary screen, biochemical, fluorescence polarization, human fibrin, Tn6 probe; 0.21% of 370,000 active; inhibition, % at 8.3 µM; Fibrinogen beta chain (Homo sapiens), P02675; Fibrin DD(E) TRITC-Tn6 fluorescence polarization displacement;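 active = inhibition above a per-campaign cutoff: mean of compounds within control limits plus 3 SD, cut at about 15% in these data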;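 also: 0% = median of all compound wells on the plate and 100% = blocking peptide control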
DDE Tn7 FP inh: inhibitors of Tn7 peptide binding to fibrin DD(E), primary screen, biochemical, fluorescence polarization, human fibrin, Tn7 probe; Fibrinogen beta chain (Homo sapiens), P02675; inhibition, % at 8.3 µM; FP displacement of FITC-Tn7 peptide from fibrin DD(E); 0% = median of compound wells per plate; 0.13% of 370,000 active;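 active = inhibition above the mean of compounds falling within the control limits plus 3 SD of them, cut at about 14% in these data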;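 also: 0% = plate median of compound wells and 100% = 10 µM Aha-Tn7 peptide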
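Assay system: Human clot-derived fibrin DD(E) complex | Buffer or medium: Tris/NaCl/CaCl2 buffer, pH 7.8 | Repeats: One replicate per compound | Benchmarks: Aha-Tn7 high control | Measure: % inhibition scaled between sample-field median and high-control FP | Schedule: 10 min plus 3 h, room temperature | Signal: Fluorescence polarization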
PLCg1 inh: PLC-gamma1 enzyme inhibitors, primary screen, biochemical, fluorescence, purified enzyme | 0.84% of 370,000 active | inhibition, % at 12.2 µM | fluorogenic substrate | 1-phosphatidylinositol 4,5-bisphosphate phosphodiesterase gamma-1 (Homo sapiens), P19174; in the data active = inhibition above about 9.5%
ADAM17 inh: ADAM17 inhibitors, primary screen, biochemical, QFRET; Disintegrin and metalloproteinase domain-containing protein 17 (Homo sapiens), P78536; recombinant ADAM17, EDANS/DABCYL FRET peptide cleavage; inhibition, % at 6.95 µM; 0.83% of 370,000 active; AID 720648, 2013;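 active = inhibition above the mean of compounds lying between control limits plus 3 SD, set per campaign, cut at about 8.5% in these data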;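 also: 0% = DMSO-only wells as the low control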
The depositor's hits bear a star.

What do the screens show for `CSCCC(c1nnnn1C(C)(C)C)N1CCC2(CC1)C(=O)NCN2c1ccccc1` (stereo not drawn)?
ADAM10 inh: -10; ASAP1 GAP inh: -2; PLCb3 inh: 2; SIAE primary: -5; TDP2 inh: -8; ARFGAP1 inhibitor: -4; DDE Tn6 FP inh: 6; DDE Tn7 FP inh: -2; PLCg1 inh: -1; ADAM17 inh: 0

What do the screens show for `COc1ccc(-n2nc(C(=O)NCC(=O)N3CCC4(CC3)OCCO4)c3ccccc3c2=O)cc1`?
ADAM10 inh: 4; ASAP1 GAP inh: 8; PLCb3 inh: -60; SIAE primary: 4; TDP2 inh: -3; ARFGAP1 inhibitor: 6; DDE Tn6 FP inh: 1; DDE Tn7 FP inh: 3; PLCg1 inh: -39; ADAM17 inh: -1

Results for COC(=O)C1=C(c2ccc(OC(F)(F)F)cc2)C[C@@H]2CC[C@H]1N2C(=O)NCc1ccco1 ?
ADAM10 inh: -3; ASAP1 GAP inh: 4; PLCb3 inh: -5; SIAE primary: 7; TDP2 inh: 1; ARFGAP1 inhibitor: 4; DDE Tn6 FP inh: -1; DDE Tn7 FP inh: -1; PLCg1 inh: -3; ADAM17 inh: -4

Results for CC1(C)CC(=O)C=C(NCCN2CCN(C(=O)Cc3ccc(Cl)cc3)CC2)C1 ?
ADAM10 inh: 1; ASAP1 GAP inh: 14; PLCb3 inh: -7; SIAE primary: -3; TDP2 inh: -15; ARFGAP1 inhibitor: 1; DDE Tn6 FP inh: -4; DDE Tn7 FP inh: 0; PLCg1 inh: -6; ADAM17 inh: -3

What do the screens show for `COc1ccc(C(=O)N/N=C/C23CC[C@@H](O)CC2(O)CC[C@@H]2[C@@H]3CCC3(C)C(C4=CC(=O)OC4)CCC23O)cc1` (stereo partly drawn)?
ADAM10 inh: 3; ASAP1 GAP inh: 0; PLCb3 inh: -8; SIAE primary: 1; TDP2 inh: -1; ARFGAP1 inhibitor: -5; DDE Tn6 FP inh: -15; DDE Tn7 FP inh: -3; PLCg1 inh: 2; ADAM17 inh: -2

How did CCS(=O)(=O)Nc1cccc(C(=C2CCCCC2)c2cnc[nH]2)c1 do in these assays?
ADAM10 inh: -6; ASAP1 GAP inh: 10; PLCb3 inh: -4; SIAE primary: 4; TDP2 inh: -2; ARFGAP1 inhibitor: 8; DDE Tn6 FP inh: 3; DDE Tn7 FP inh: 2; PLCg1 inh: -3; ADAM17 inh: -5

How did O=C1NCN(c2ccccc2)C12CCN(C(c1cccc3ccccc13)c1nnnn1C1CCCC1)CC2 (stereo not drawn) do in these assays?
ADAM10 inh: -8; ASAP1 GAP inh: 6; PLCb3 inh: -1; SIAE primary: -2; TDP2 inh: 4; ARFGAP1 inhibitor: 4; DDE Tn6 FP inh: 7; DDE Tn7 FP inh: 8; PLCg1 inh: -1; ADAM17 inh: 0

What do the screens show for `COC(=O)C1=C(c2ccc(OC(F)(F)F)cc2)C[C@@H]2CC[C@H]1N2C(=O)NCc1cc(C)oc1C(F)(F)F`?
ADAM10 inh: 19; ASAP1 GAP inh: 3; PLCb3 inh: 3; SIAE primary: -4; TDP2 inh: 0; ARFGAP1 inhibitor: 6; DDE Tn6 FP inh: 10; DDE Tn7 FP inh: 2; PLCg1 inh: -1; ADAM17 inh: 11*

Results for COc1cc(CC(=O)N2C[C@H]3C[C@@H](C2)c2cccc(=O)n2C3)cc(OC)c1OC ?
ADAM10 inh: -12; ASAP1 GAP inh: 4; PLCb3 inh: 1; SIAE primary: -4; TDP2 inh: -4; ARFGAP1 inhibitor: -7; DDE Tn6 FP inh: -12; DDE Tn7 FP inh: 1; PLCg1 inh: 2; ADAM17 inh: -9

What do the screens show for `CN(C)C(=O)Oc1ccc2nnc3ccnn3c2c1`?
ADAM10 inh: -73; ASAP1 GAP inh: 6; PLCb3 inh: -299; SIAE primary: 1; TDP2 inh: -7; ARFGAP1 inhibitor: -10; DDE Tn6 FP inh: 3; DDE Tn7 FP inh: 3; PLCg1 inh: -245; ADAM17 inh: -17

Ordered by molar mass (falling): 3 of the compounds above
How did O=C1NCN(c2ccccc2)C12CCN(C(c1cccc3ccccc13)c1nnnn1C1CCCC1)CC2 (stereo not drawn) do in these assays?
ADAM10 inh: -8; ASAP1 GAP inh: 6; PLCb3 inh: -1; SIAE primary: -2; TDP2 inh: 4; ARFGAP1 inhibitor: 4; DDE Tn6 FP inh: 7; DDE Tn7 FP inh: 8; PLCg1 inh: -1; ADAM17 inh: 0

What do the screens show for `COc1ccc(-n2nc(C(=O)NCC(=O)N3CCC4(CC3)OCCO4)c3ccccc3c2=O)cc1`?
ADAM10 inh: 4; ASAP1 GAP inh: 8; PLCb3 inh: -60; SIAE primary: 4; TDP2 inh: -3; ARFGAP1 inhibitor: 6; DDE Tn6 FP inh: 1; DDE Tn7 FP inh: 3; PLCg1 inh: -39; ADAM17 inh: -1

Results for COC(=O)C1=C(c2ccc(OC(F)(F)F)cc2)C[C@@H]2CC[C@H]1N2C(=O)NCc1ccco1 ?
ADAM10 inh: -3; ASAP1 GAP inh: 4; PLCb3 inh: -5; SIAE primary: 7; TDP2 inh: 1; ARFGAP1 inhibitor: 4; DDE Tn6 FP inh: -1; DDE Tn7 FP inh: -1; PLCg1 inh: -3; ADAM17 inh: -4

(cont.)
Results for Clc1ccccc1CN1CCNCC1 ?
ADAM10 inh: -8; ASAP1 GAP inh: -2; PLCb3 inh: -1; SIAE primary: 5; TDP2 inh: 2; ARFGAP1 inhibitor: -4; DDE Tn6 FP inh: -1; DDE Tn7 FP inh: 3; PLCg1 inh: 2; ADAM17 inh: -5

Results for C#CC[N+]1(C)[C@@H]2CC[C@H]1CC(OC(=O)C(CO)c1ccccc1)C2 (stereo partly drawn) ?
ADAM10 inh: -7; ASAP1 GAP inh: -6; PLCb3 inh: -4; SIAE primary: -3; TDP2 inh: -2; ARFGAP1 inhibitor: -1; DDE Tn6 FP inh: 5; DDE Tn7 FP inh: -1; PLCg1 inh: 2; ADAM17 inh: -3

What do the screens show for `O=[N+]([O-])c1ccc(-[n+]2c(-c3ccccc3)cc(-c3ccccc3)cc2-c2ccccc2)cc1`?
ADAM10 inh: -1; ASAP1 GAP inh: 7; PLCb3 inh: -18; SIAE primary: 11; TDP2 inh: 12; ARFGAP1 inhibitor: 17; DDE Tn6 FP inh: -8; DDE Tn7 FP inh: 13; PLCg1 inh: -7; ADAM17 inh: -1

What do the screens show for `Cc1ccccc1-n1c(/C=C/c2ccccn2)nc2ccccc2c1=O`?
ADAM10 inh: 4; ASAP1 GAP inh: 10; PLCb3 inh: -14; SIAE primary: -4; TDP2 inh: -18; ARFGAP1 inhibitor: -6; DDE Tn6 FP inh: 8; DDE Tn7 FP inh: 5; PLCg1 inh: -8; ADAM17 inh: 5

How did CC1=CC2OC3CC4OC(=O)C=CC=CC(C(C)O)OCC(O)C5(C)OC5C(=O)OCC2(CC1O)C4(C)C31CO1 (stereo not drawn) do in these assays?
ADAM10 inh: -10; ASAP1 GAP inh: -12; PLCb3 inh: 1; SIAE primary: -4; TDP2 inh: -2; ARFGAP1 inhibitor: -5; DDE Tn6 FP inh: -2; DDE Tn7 FP inh: -2; PLCg1 inh: 5; ADAM17 inh: -5

What do the screens show for `COc1cccc(-n2c(O)c(C=NCCN3CCOCC3)c(=O)[nH]c2=O)c1`?
ADAM10 inh: 3; ASAP1 GAP inh: 6; PLCb3 inh: 3; SIAE primary: 2; TDP2 inh: 6; ARFGAP1 inhibitor: 7; DDE Tn6 FP inh: -5; DDE Tn7 FP inh: -2; PLCg1 inh: 1; ADAM17 inh: 1

How did CC[n+]1c(/C=C/N(C)c2ccccc2)sc2ccc(Cl)cc21 do in these assays?
ADAM10 inh: -1; ASAP1 GAP inh: 3; PLCb3 inh: 1; SIAE primary: -96; TDP2 inh: -7; ARFGAP1 inhibitor: -3; DDE Tn6 FP inh: 13; DDE Tn7 FP inh: 3; PLCg1 inh: 0; ADAM17 inh: 1

What do the screens show for `COc1ccc(Cc2c(O)[nH]c(=O)[nH]c2=O)c(OC)c1`?
ADAM10 inh: 2; ASAP1 GAP inh: 6; PLCb3 inh: -2; SIAE primary: 7; TDP2 inh: 15; ARFGAP1 inhibitor: 16; DDE Tn6 FP inh: 2; DDE Tn7 FP inh: 2; PLCg1 inh: 2; ADAM17 inh: -4

What do the screens show for `COC(=O)C1=C(c2cc3ccccc3o2)C[C@@H]2CC[C@H]1N2C(=O)NC(C)C`?
ADAM10 inh: 2; ASAP1 GAP inh: 7; PLCb3 inh: 0; SIAE primary: -10; TDP2 inh: -4; ARFGAP1 inhibitor: -4; DDE Tn6 FP inh: 8; DDE Tn7 FP inh: -2; PLCg1 inh: -4; ADAM17 inh: -1

What do the screens show for `CCCCCN1C(=O)c2ccccc2[C@@]2(C(=O)OCC)Cc3cc(OC)ccc3[C@@H]12`?
ADAM10 inh: -2; ASAP1 GAP inh: -10; PLCb3 inh: 2; SIAE primary: -9; TDP2 inh: -6; ARFGAP1 inhibitor: 2; DDE Tn6 FP inh: 8; DDE Tn7 FP inh: 5; PLCg1 inh: 0; ADAM17 inh: 3

Results for CC1=C(C/C(C)=C/c2ccccc2)/C(=C/CO)[C@@H]2OC(=O)O[C@]2(C)C12CC2 ?
ADAM10 inh: 5; ASAP1 GAP inh: -27; PLCb3 inh: -2; SIAE primary: 0; TDP2 inh: -12; ARFGAP1 inhibitor: -7; DDE Tn6 FP inh: -1; DDE Tn7 FP inh: -4; PLCg1 inh: -6; ADAM17 inh: 8

These rows are one share of the data; rates above refer to the full screens.
